# TrxR1 substrate = qHTS Assay for Substrates of Mammalian Selenoprotein Thioredoxin Reductase 1 (TrxR1): qHTS; Thioredoxin reductase 1, cytoplasmic (Rattus norvegicus), O89049; purified TrxR1 substrate turnover, NADPH consumption readout; Potency, µM (top dose mostly 114 µM), without a hit: at the highest dose activity change, negative = substrate turnover; actives 0.01% (n = 390,000); AID 588456, 2011; further: potency means the concentration at half of the fitted maximal effect; on the % scale 0 is the no-effect control and ±100 the full control effect; nearly all actives have a fitted effect of over 50% in size
#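 Rat TrxR1, dispensed at 90 nM, was prereduced with 400 uM NADPH (final) for 5 min at ~22 deg C, then incubated with compound 15 min before 400 uM selenite. A first-read NADPH fluorescence drop versus no-compound background flagged substrates.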
# Vif-APOBEC3G blk = qHTS for Inhibitors of Vif-A3G Interactions: qHTS | AID 602310, 2012 | HeLa A3G-eYFP + Vif (tagged APOBEC3G with the HIV-1 protein that degrades it), YFP fluorescence, overnight | actives 0.076% (n = 410,000) | DNA dC->dU-editing enzyme APOBEC-3G (Homo sapiens), Q9HC16 | Potency, µM (doses to about 46.1 µM), for the others: at the highest dose activity, negative = active, hits mostly inhibitors;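 further: potency means the concentration at half of the fitted maximal effect; on the % scale 0 is the no-effect control and ±100 the full control effect; nearly all actives have a fitted effect of over 60% in size; hits raise eYFP signal because A3G escapes Vif-driven loss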
#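 HeLa cells stably expressing Vif and C-terminally eYFP-tagged A3G, seeded overnight at 37 deg C, then exposed to compound by pintool overnight at 37 deg C. Rise in yellow fluorescence (Ex 488/Em 500-530, Acumen) marks blocked Vif-driven A3G degradation.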
# GRP78 ERSR act = qHTS for Inducers of the Endoplasmic Reticulum Stress Response (ERSR) in Human Glioma: qHTS | Potency, µM, for inactives: at the highest dose activation, usual class: activators | actives 0.02% (n = 420,000) | AID 602332, 2012 | U87-MG GRP78 promoter luciferase reporter, 16 h; further: potency means the concentration at half of the fitted maximal effect; series mostly up to about 76 µM; % of control where 0% means no effect; nearly all actives have a fitted effect of over 35% in size
#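 ERSR induction read as luciferase luminescence (Bright-Glo, 10 min at room temperature) in stably transfected human U87-MG glioma cells exposed to compounds for 16 h, using GRP78 as sensor.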
# mIDH1 inhibitor = qHTS for Inhibitors of mutant isocitrate dehydrogenase 1 (IDH1): qHTS; Isocitrate dehydrogenase [NADP] cytoplasmic (Homo sapiens), O75874; actives 0.093% (n = 390,000); Potency, µM (doses to about 76.6 µM), inactives show at the top dose activity change, negative = inhibition, usual class: inhibitors; AID 602179, 2012; IDH1-R132H enzyme, NADPH consumption, diaphorase/resazurin fluorescence; further: potency means the concentration at half of the fitted maximal effect; on the % scale 0 is the no-effect control and ±100 the full control effect; nearly all actives have a fitted effect of over 65% in size
#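 IDH1-R132H (0.5 ug/mL) preincubated 30 min with compound, then NADPH (0.016 mM) and alpha-KG (2 mM) added; 80 min at RT, pH 7.5. Remaining NADPH coupled via diaphorase/resazurin to fluorescence (540/590 nm); concentration-response curves normalized to no-enzyme control.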
# RXFP1 agonist = qHTS Assay for Agonists of the Relaxin Receptor RXFP1; actives 0.3% (n = 370,000); Potency, µM (highest dose often 57.5 µM), for inactives: top-dose activation, actives largely listed as activators; Relaxin receptor 1 (Homo sapiens), Q9HBX9; HEK293T-RXFP1 cAMP TR-FRET, 30 min; response scale: percent of porcine relaxin response, buffer zero; further: potency means the concentration at half of the fitted maximal effect; on the % scale 0 is the no-effect control and ±100 the full control effect; nearly all actives have a fitted effect of over 60% in size; many of its hits are not listed in these tables
# Target sequence (Q9HBX9 whole entry, looked up): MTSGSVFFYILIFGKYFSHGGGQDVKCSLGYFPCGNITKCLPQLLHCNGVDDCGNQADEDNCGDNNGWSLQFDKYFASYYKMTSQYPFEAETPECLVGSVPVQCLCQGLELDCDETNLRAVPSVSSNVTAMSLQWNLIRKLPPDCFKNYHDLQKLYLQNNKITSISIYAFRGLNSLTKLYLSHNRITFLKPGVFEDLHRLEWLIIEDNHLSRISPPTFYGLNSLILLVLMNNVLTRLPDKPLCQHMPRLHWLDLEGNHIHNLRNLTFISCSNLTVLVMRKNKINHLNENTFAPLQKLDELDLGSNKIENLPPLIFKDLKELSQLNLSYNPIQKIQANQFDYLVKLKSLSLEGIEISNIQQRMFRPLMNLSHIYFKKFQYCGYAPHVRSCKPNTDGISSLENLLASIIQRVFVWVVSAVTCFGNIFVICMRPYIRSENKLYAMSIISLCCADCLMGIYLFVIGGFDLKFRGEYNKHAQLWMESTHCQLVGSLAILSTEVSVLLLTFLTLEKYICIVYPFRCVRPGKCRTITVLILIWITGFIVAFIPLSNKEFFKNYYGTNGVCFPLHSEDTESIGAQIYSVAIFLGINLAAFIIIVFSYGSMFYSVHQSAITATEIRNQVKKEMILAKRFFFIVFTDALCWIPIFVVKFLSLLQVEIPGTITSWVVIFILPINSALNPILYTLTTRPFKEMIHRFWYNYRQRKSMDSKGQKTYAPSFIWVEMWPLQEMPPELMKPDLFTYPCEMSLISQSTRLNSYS
#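 HEK293 cells stably expressing RXFP1, treated 30 min at 37C with compounds plus PDE4 inhibitor Ro 20174; cAMP measured by HTRF TR-FRET. Normalized to buffer and 29 nM porcine relaxin; EC50 by Hill fit.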
# USP1 inh = Inhibitors of USP1/UAF1: Primary Screen. recombinant USP1/UAF1, Ub-Rhodamine cleavage fluorescence. Potency, µM (doses to about 57.1 µM), for inactives: at the top dose activity change, negative = inhibition, most hits filed as inhibitors. actives 0.23% (n = 390,000); further: potency means the concentration at half of the fitted maximal effect; on the % scale 0 is the no-effect control and ±100 the full control effect; nearly all actives have a fitted effect of over 60% in size; inactives centre near -12
#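 USP1/UAF1 complex at 1 nM was preincubated with compound for 15 min at room temperature, then Ub-Rho substrate (150nM final) was added. Fluorescence (480/540 nm) was read kinetically, 6 reads every 60 seconds.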
# Vif-APOBEC3F blk = qHTS for Inhibitors of Vif-A3F Interactions: qHTS; HeLa A3F-eYFP + Vif (tagged APOBEC3F with the HIV-1 protein that degrades it), YFP fluorescence increase; Potency, µM (doses to about 46.1 µM), for the others: at the highest dose activity, negative = active; actives 0.2% (n = 390,000); further: potency means the concentration at half of the fitted maximal effect; % of control where 0% means no effect; nearly all actives have a fitted effect of over 65% in size
#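 HeLa cells stably expressing Vif plus C-terminally eYFP-tagged A3F were seeded, incubated overnight at 37 deg C, dosed with compound, incubated overnight again at 37 deg C. Yellow fluorescence (Ex 488/Em 500-530) reported blocked Vif-mediated A3F-eYFP degradation.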
# PI4K2A inh = qHTS for small molecular inhibitors of PI4K2A; activity change, negative = inhibition, % at 76.9 µM; actives 0.13% (n = 420,000); purified PI4K2A, ADP-Glo luminescence, 1 h; stronger effect = lower value; Phosphatidylinositol 4-kinase type 2-alpha (Homo sapiens), Q9BTU6; AID 1346378, 2018; in the data active means activity change below about -50%; inconclusive means mostly about -30% to -49%;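 further: -100% = wells without enzyme as full effect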
#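 In this quantitative HTS, ADP production by PI4K2A was quantified luminescently after 1 h at ambient temperature; 100 microM adenosine served as plate-quality control.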
# LDHA block = qHTS assay for inhibitors of human lactate dehydrogenase | purified LDHA, NADH/diaphorase-resazurin fluorescence; stronger effect = lower value | actives 0.15% (n = 480,000) | activity change, % (values are at about 110 or 230 µM) | AID 1347041, 2019; in the data active means activity change below about -30%; inconclusive means mostly about -25% to -30%;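 further: plate controls were DMSO wells for no effect and wells without enzyme for full effect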
#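 Enzyme activity of human lactate dehydrogenase 5 (2 nM; 0.06 mM NADH, 0.2 mM pyruvate, 5 min, RT) is measured via a resazurin/diaphorase fluorescence readout of residual NADH.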
# Numbers without * were called inactive; ? = inconclusive; . = not tested or not shown; & = joins results of further samples; [ ] = dose if it differs, or a comment. Unless noted, the call rests on the fitted dose curve; in most records, active means well fitted curve in the direction sought with a large enough effect; inconclusive means small, poorly fitted or top-dose-only effect, or another doubt; inactive means no such curve, though single readings can be large; an effect the other way counts as inactive or inconclusive. A portion of the library. The share of hits here may be higher or lower than overall.
no.	mol	TrxR1 substrate	Vif-APOBEC3G blk	GRP78 ERSR act	mIDH1 inhibitor	RXFP1 agonist
1	CCOc1ccc(N/C(=N/c2nc(C)cc(C)n2)NC(C)=O)cc1	5%[11.4 µM]	-4%	-5%	6%	-0.2%
2	Cc1cccc(NC(=O)CN2C(=O)NC3(CCCC3)C2=O)n1	4%	0%	1%	-9%	0.0%
3	CNC(=S)N/N=C/c1ccc(OCC(=O)Nc2c(C)cc(C)cc2C)c(OC)c1	-1%	-10%	-1%	0%	3.4%
4	Cc1ccc(Cn2cc(S(=O)(=O)c3ccc(Cl)cc3)c(=O)c3cc(F)ccc32)cc1	13%[57.1 µM]	0%	-6%	2%	-0.5%
5	S=c1[nH]nc(COc2ccccc2)n1-c1ccccc1	1%[57.1 µM]	-3%	-3%	12%	-0.7%
6	O=C(O)CSCC(=O)NCc1cccc(C(F)(F)F)c1	8%	-7%	-1%	-14%	4.1%
7	CC(C)=CC(=O)Nc1nnc(C)s1	0%	-4%	-4%	-2%	-0.7%
8	O=C(CCC(=O)OCCOc1ccccc1)OCCOc1ccccc1	.	0%	-2%	.	.
9	CCC(Sc1ncnc2sc(C)c(C)c12)C(=O)OC (configuration not stated)	-10%	3%	-5%	20%	26%
10	CCc1ccc(OCC(=O)Nc2ccc3[nH]ncc3c2)cc1	-2%	-1%	0%	0%	-0.4%
11	COc1ccc(CNCCc2ccccc2)cc1OCC(N)=O	-2%	5%	0%	7%	-0.1%
12	COc1ccc(C(=O)NC(=S)NNC(=O)c2c(-c3ccccc3)noc2C)cc1	1%	4%	-3%	-2%	7.6%
13	CCOC(=O)COc1ccc2ccccc2c1/C=C/[N+](=O)[O-]	-6%	-14%	-14%	2%	2.3%
14	N#Cc1ccccc1OCC(=O)Nc1ccc(S(=O)(=O)N2CCOCC2)cc1	6%[57.1 µM]	0%	-1%	6%	.
15	CC1CCN(C(=O)c2cc(Cl)ccc2NC(=O)c2ccco2)CC1	8%[57.1 µM]	1%	-3%	4%	6.0%

no.	USP1 inh	Vif-APOBEC3F blk	PI4K2A inh	LDHA block
1	-8%	1%	-6	-1
2	-15%	-14%	-1	-2
3	-1%	1%	-2	-15
4	2%	1%	0	-3
5	-13%	1%	7	-6
6	-1%	-3%	2	-2
7	-17%	.	-2	-3
8	.	.	0	-6
9	4%	3%	6	-5
10	-20%	-1%	-6	-1
11	-11%	3%	-6	-5
12	-3%	3%	0	-3
13	-24%	-3%	17	14
14	-13%	1%	0	-10
15	-19%	-5%	1	0

# Compound profiles, as listed above. Screens in order: TrxR1 substrate	Vif-APOBEC3G blk	GRP78 ERSR act	mIDH1 inhibitor	RXFP1 agonist	USP1 inh	Vif-APOBEC3F blk	PI4K2A inh	LDHA block
# Results for CC(C)=CC(=O)Nc1nnc(C)s1 = 0%	-4%	-4%	-2%	-0.7%	-17%	.	-2	-3
# Results for O=C(O)CSCC(=O)NCc1cccc(C(F)(F)F)c1 = 8%	-7%	-1%	-14%	4.1%	-1%	-3%	2	-2
# Results for N#Cc1ccccc1OCC(=O)Nc1ccc(S(=O)(=O)N2CCOCC2)cc1 = 6%[57.1 µM]	0%	-1%	6%	.	-13%	1%	0	-10
# Results for O=C(CCC(=O)OCCOc1ccccc1)OCCOc1ccccc1 = .	0%	-2%	.	.	.	.	0	-6
# Results for CCOc1ccc(N/C(=N/c2nc(C)cc(C)n2)NC(C)=O)cc1 = 5%[11.4 µM]	-4%	-5%	6%	-0.2%	-8%	1%	-6	-1

# (cont.)
no.	mol	TrxR1 substrate	Vif-APOBEC3G blk	GRP78 ERSR act	mIDH1 inhibitor	RXFP1 agonist
16	CSc1nnc(C)c(=O)n1COC(=O)/C=C/c1ccc2c(c1)OCO2	8%	0%	-1%	22%	0.8%
17	CCOc1ccc(CCNC(=O)COC(=O)COc2ccc(C(=O)CC)cc2)cc1OCC	4%	-1%	-3%	4%	0.1%
18	Cc1cccc(C)c1NS(=O)(=O)c1ccc2c(c1)NC(=O)CO2	-14%	1%	-4%	5%	0.8%
19	CC(C)CNC(=O)NC(=O)COC(=O)COc1ccc(Cl)cc1Cl	-6%	0%	-2%	0%	0.7%
20	COc1ccc(CCNC(=S)NC2CCN(Cc3ccccc3)CC2)cc1OC	3%	-3%	-7%	0%	1.7%
21	COc1cccc(CN2C(=O)N(C(C)C)C(N(O)C(=O)NC(C)C)C2(C)C)c1OC (configuration not stated)	7%[57.1 µM]	-4%	-4%	0%	-1.2%
22	COc1ccc(C2=NS(=O)(=O)N(C)C(C(=O)Nc3ccc(F)cc3F)=C2)cc1	5%[57.1 µM]	1%	0%	1%	4.2%
23	CN(Cc1ccccc1)CC(O)COc1ccc(CNCCc2ccncc2)cc1 (configuration not stated)	-4%	3%	-1%	-7%	1.0%
24	CCCCN(C(=O)c1ccc(-c2ccc(Cl)cc2)o1)c1c(N)n(CCC)c(=O)[nH]c1=O	15%	2%	0%	-11%	15%
25	CN(C)S(=O)(=O)c1ccc(S(=O)(=O)N(CC(=O)Nc2ccccc2)Cc2ccco2)cc1	-21%	0%	-2%	-2%	0.2%
26	CCn1ccnc1CN(C)C(=O)C1CCC(=O)N(Cc2cccc(C(F)(F)F)c2)C1 (configuration not stated)	-10%	-5%	-3%	1%	-1.8%
27	Cc1cccc(N(CC(O)CN(C)C)S(=O)(=O)c2ccccc2)c1 (configuration not stated)	11%[57.1 µM]	-1%	-1%	2%	-0.3%
28	CCOc1nc2cnccc2n(CC(=O)Nc2cccc(C)c2C)c1=O	152%[activator]	1%	2%	-4%	8.3%
29	Cc1cc(NC(=S)Nc2ccccc2)ccc1Br	6%[57.1 µM]	-3%	-2%	1%	3.3%
30	CC(C)C(C)(C#N)NC(=O)CSc1ncnc2sc(-c3ccccc3)cc12 (configuration not stated)	30%	-7%	-1%	-6%	1.8%

no.	USP1 inh	Vif-APOBEC3F blk	PI4K2A inh	LDHA block
16	-22%	11%	2	-5
17	-7%	4%	-1	-1
18	-19%	-1%	0	-4
19	-10%	-8%	-5	-4
20	-23%	8%	1	-8
21	-18%	2%	-3	3
22	-13%	5%	-5	2
23	-11%	0%	1	0
24	-2%	4%	-3	-13&-6
25	-6%	2%	-2	-3
26	1%	1%	-1	-7
27	-6%	-10%	-1	-1
28	-12%	-7%	-3	-4
29	-13%	3%	-5	-5
30	5%	-7%	-5	-5

# (continued)
no.	mol	TrxR1 substrate	Vif-APOBEC3G blk	GRP78 ERSR act	mIDH1 inhibitor	RXFP1 agonist
31	COc1ccc2cc(C(c3nnnn3Cc3ccccc3)N3CCCCCC3)c(=O)[nH]c2c1 (configuration not stated)	16%	-3%	-3%	4%	3.0%
32	Cn1cnnc1SCc1ccc(C(=O)N/N=C/c2cccs2)cc1	-14%	0%	-1%	-5%	0.5%
33	Cc1ccc(-n2cnc3cc(NCc4cccs4)ccc32)cc1	7%	1%	4%	5%	1.5%
34	COc1ccc(-c2cc(NC=O)c3ncc(-c4cccc(OC)c4)n3c2)cc1	.	?	5%	.	.
35	O=C(NCC1CCCO1)c1ccc(NS(=O)(=O)c2cccc([N+](=O)[O-])c2)cc1 (configuration not stated)	-1%	3%	-3%	-9%	1.5%
36	O=S(=O)(Nc1nccs1)c1ccc(Cl)cc1	12%	1%	-1%	11%	3.5%
37	CCCn1c2ccccc2c2cnn(CC(=O)NC(CCSC)C(=O)OC)c(=O)c21 (configuration not stated)	1%	-1%	-5%	4%	11%
38	Cc1nc(N2CCN(C(=O)c3ccco3)CC2)c2oc3ccccc3c2n1	2%	-23%	-7%	0%	4.1%
39	CNC(=O)CSc1nnnn1-c1cc(C)ccc1C	-2%	-4%	0%	10%	1.2%
40	Cc1ccc(C)c(C(=O)NC(C)c2ccc(-n3ccnc3)cc2)c1 (configuration not stated)	-7%	-1%	-7%	0%	0.3%
41	Cc1cc(OCC(=O)N2CCOCC2)cc2oc(=O)c3ccccc3c12	68%[activator][57.1 µM]	2%	0%	7%	1.8%

no.	USP1 inh	Vif-APOBEC3F blk	PI4K2A inh	LDHA block
31	-25%	-11%	-3	1
32	1%	3%	-2	-9
33	-6%	-4%	-7	16
34	.	.	-9	5
35	-17%	-2%	-2	-3
36	-12%	-10%	1	8
37	-14%	0%	4	4
38	-1%	-6%	-11	-4
39	-7%	1%	0	-4
40	-4%	-11%	2	-7
41	5%	-1%	28	-9
